FBW7 act – FBW7 E3 ligase activators, primary screen, biochemical, AlphaScreen, human; F-box/WD repeat-containing protein 7 (Homo sapiens), Q969H0; AlphaScreen FBW7–phospho-cyclin E peptide binding, activator screen; normalized activity (activation), % at 26.1 µM; actives 0.13% (n = 650,000); AID 1259310, 2017; in the data active means normalized activity above about 1.9%;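 further: purified mutant Fbw7 with reduced substrate affinity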
GPR151 ag – activators of human GPR151, primary screen, cell-based, PathHunter beta-arrestin, luminescence; G-protein coupled receptor 151 (Homo sapiens), Q8TDV0; PathHunter beta-arrestin GPR151 cells; activation, % at 11.2 µM; actives 1% (n = 650,000); in the data active means activation above about 4.9%;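 further: 0% = median of compound wells and 100% = cells with positive control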
Target sequence (Q8TDV0 whole entry, looked up): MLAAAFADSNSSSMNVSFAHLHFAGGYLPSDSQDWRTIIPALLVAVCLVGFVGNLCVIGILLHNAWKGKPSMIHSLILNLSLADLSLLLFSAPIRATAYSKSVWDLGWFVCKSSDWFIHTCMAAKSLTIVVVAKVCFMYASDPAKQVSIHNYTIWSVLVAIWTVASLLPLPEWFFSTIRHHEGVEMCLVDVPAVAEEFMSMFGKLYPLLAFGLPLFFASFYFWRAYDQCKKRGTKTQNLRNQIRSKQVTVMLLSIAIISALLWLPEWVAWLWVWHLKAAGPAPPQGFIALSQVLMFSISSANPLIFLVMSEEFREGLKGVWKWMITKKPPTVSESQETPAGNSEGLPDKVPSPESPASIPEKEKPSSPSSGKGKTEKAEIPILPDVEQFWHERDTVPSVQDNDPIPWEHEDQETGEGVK
MITF inh – MITF inhibitors, primary screen, biochemical, AlphaScreen, human | inhibition, % at 2.6 µM | AlphaScreen MITF homodimerization, bead proximity signal | actives 0.91% (n = 650,000); in the data active means inhibition above about 50%;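 further: 0% = vehicle wells with protein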
Target sequence (O75030 whole entry, looked up): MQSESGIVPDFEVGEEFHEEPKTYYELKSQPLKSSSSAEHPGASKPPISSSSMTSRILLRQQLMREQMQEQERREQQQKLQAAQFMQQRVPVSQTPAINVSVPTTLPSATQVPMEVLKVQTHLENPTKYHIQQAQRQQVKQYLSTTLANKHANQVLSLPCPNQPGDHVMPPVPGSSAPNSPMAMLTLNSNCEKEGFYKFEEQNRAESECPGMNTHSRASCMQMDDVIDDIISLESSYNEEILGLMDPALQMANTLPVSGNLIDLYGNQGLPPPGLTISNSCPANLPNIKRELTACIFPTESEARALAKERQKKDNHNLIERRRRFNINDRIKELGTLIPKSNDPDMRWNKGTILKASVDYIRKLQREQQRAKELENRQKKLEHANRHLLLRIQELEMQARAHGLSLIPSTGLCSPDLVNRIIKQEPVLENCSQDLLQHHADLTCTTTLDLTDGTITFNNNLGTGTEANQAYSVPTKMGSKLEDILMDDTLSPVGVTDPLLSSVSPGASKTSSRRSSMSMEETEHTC
TEAD-YAP inh – TEAD-YAP interaction inhibition, primary screen, TEAD-YAP interaction inhibitor project, luminescence, HEK-TIYL cells; TEAD-Gal4/YAP UAS-luciferase luminescence; inhibition, % at 9.12 µM; actives 1.4% (n = 640,000); AID 1259422, 2018; in the data active means inhibition above about 32%;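 further: 0% = median of test compound wells and 100% = reference inhibitor wells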
Numbers without * were called inactive.

nr	structure	FBW7 act	GPR151 ag	MITF inh	TEAD-YAP inh
1	O=C(NC1CCCCC1)C(NCCO)c1ccc(F)cc1 (configuration not stated)	0.0	-1.4	20	2
2	O=[N+]([O-])c1ccc(N/N=C/c2ccc(O)cc2O)cc1	0.0	1.2	5	-78
3	CC1=C(C(N)=O)C(c2cccs2)n2nc(-c3ccncc3)nc2N1 (configuration not stated)	-0.1	-0.8	7	-4
4	NS(=O)(=O)c1ccc2nc(NC(=O)c3ccc(Br)o3)sc2c1	-0.1	-1.6	-2	-22
5	CCOC(=O)N1CCc2c(sc(NC(=O)c3ccc(S(=O)(=O)N4CCCC4)cc3)c2C(=O)OC)C1	0.2	2.5	-5	-1
6	CCC(C)(C)C1CCc2sc3ncnc(NCCN4CCOCC4)c3c2C1 (configuration not stated)	0.7	-0.4	9	-5
7	Cc1ccc(NC(=O)CCc2nc(-c3cccs3)no2)c(Br)c1	0.0	0.0	-9	-8
8	COc1ccc(/C=C2\Oc3cc(OC(=O)c4ccncc4)ccc3C2=O)cc1	0.1	-2.4	27	68*
9	Cc1ccccc1OCCSc1nc2ccccc2[nH]1	0.0	-0.4	-9	-45
10	Cc1ccccc1CN1CCN(CC(=O)NC2CCCC2)C1=O	-0.1	1.7	-8	-2
11	CNC(=O)c1ccccc1Nc1cc(NC(=O)Cc2ccccc2OC)ncc1C(F)(F)F	0.1	-1.5	18	83*
12	COc1ccc(OC)c(NC(=O)C(=O)NCc2ccccc2)c1	0.1	0.5	-3	4
13	O=C(COc1ccccc1)NCc1nnc2n1CCN(Cc1ccc3ncccc3c1)CC2	0.0	0.1	5	16
14	CCn1nnnc1SCC(=O)Nc1sc(C)c(C)c1C#N	-0.1	-0.1	4	1
15	CC(Cl)(Cl)/C(O)=C(\C#N)c1nnc2n1CCCCC2	-0.2	-1.0	1	-1
16	Cc1cccc(-c2ocnc2C(=O)Nc2ncc(C)s2)c1	0.0	-0.5	3	3
17	CCC(=O)N(Cc1ccccc1)Cc1cc2cc(C)c(C)cc2n2nnnc12	0.4	-0.3	20	4
18	Cc1ncc(CN2CCN(Cc3ccccc3F)C(CCO)C2)s1 (configuration not stated)	0.0	-0.5	16	4
19	O=C(Nc1ccccc1)NC1(C(=O)NC2CCCC2)CCCCC1	-0.1	-0.8	6	6
20	CC(C)(C)c1ccc(-c2noc(CCC(=O)N3CCOCC3)n2)cc1	-0.2	2.2	-4	29
21	Cc1occc1C(=O)NC(C)c1nnc2n1CCN(Cc1cccnc1)CC2 (configuration not stated)	0.0	-0.8	8	1
22	O=C1NC(NC(=O)c2ccccc2)C(Cl)=C1Cl (configuration not stated)	-0.2	-0.6	-1	-8
23	COc1ccc(N(C(C)C(=O)Nc2ccccc2F)S(C)(=O)=O)cc1 (configuration not stated)	-0.1	0.0	-4	6
24	COc1cccc(-n2c(SCC(=O)NCc3ccco3)nc3n[nH]c(C)c3c2=N)c1	-0.6	-0.9	20	4
25	COc1ccc(Cl)cc1-c1ccc(/C=C(\C#N)c2nn(-c3ccccc3)c(N)c2C#N)o1	0.1	1.0	-3	5
26	NC(CC(=O)O)c1ccccc1C(F)(F)F (configuration not stated)	0.2	-2.1	12	1
27	C=C(CSc1nnc2n(-c3ccc(C)cc3)c(=O)c3c4c(sc3n12)CCC4)c1ccccc1	0.9	-1.9	6	11
28	COc1ccc(C2CC(=O)C(C=NCCN3CCN(C(=O)Nc4ccc(Cl)cc4)CC3)=C(O)C2)cc1OC (configuration not stated)	0.1	0.1	1	0
29	CCOC(=O)N1CCC(N2CC34C=CC(O3)C(C(=O)O)C4C2=O)CC1 (configuration not stated)	0.1	0.1	-6	-5
30	CCOC(=O)c1ccccc1N/C=C(/C#N)c1nc(-c2ccc3c(c2)OCO3)cs1	0.1	0.4	4	-2
31	C=CCn1c(SCC(=O)c2[nH]c(C)c(C(=O)OCC)c2C)nc2sc3c(c2c1=O)CCC3	0.0	0.4	8	-13
32	CC(=O)Nc1cccc2c1C(=O)NC2=O	0.2	0.9	1	10
33	CSc1ncc(CN2CCCC(CNC(=O)c3cccc(C(F)(F)F)c3)C2)cn1 (configuration not stated)	0.2	0.0	7	4
34	O=C(Cc1ccc(Cl)cc1)Nc1nc(-c2cccc3ccccc23)cs1	0.2	-1.4	6	3
35	Cc1nc2c3ccccc3n3c(CCCC(=O)N4CCC(C(N)=O)CC4)nnc3n2n1	0.3	0.6	5	3
36	O=C(CCC1(Cc2ccc(Cl)cc2)CCC(=O)N1)NCCCN1CCOCC1 (configuration not stated)	0.0	0.0	-7	0
37	O=C(OCc1ccccc1F)c1cc(Cl)ccc1O	-0.1	1.6	-3	-7
38	Nc1cc(=O)nc(SCC(=O)NCc2ccccc2)n1CCc1ccccc1	0.1	0.6	4	3
39	O=[N+]([O-])c1ccccc1Oc1nc(-c2ccccc2)c2cc(Cl)ccc2n1	-0.1	0.5	3	-6
40	NC(=S)N1N=C(c2cccs2)CC1c1ccc(F)cc1 (configuration not stated)	0.1	-0.9	8	3
41	CN1CCN(C(=O)c2ccc(-c3ccc(C(=O)NCc4ccccc4)s3)cc2)CC1	0.5	-1.4	19	-13
42	COc1ccc(-n2c(N)c(C(=O)NCc3ccco3)sc2=S)cc1	-0.3	2.3	8	11
43	O=C(CSc1nc2ccccc2c(=O)n1CC1CCC(C(=O)NCC2CCCO2)CC1)c1ccc(Cl)cc1 (configuration not stated)	0.0	0.5	0	0
44	CCCOC1CCCN(Cc2c(C(=O)N(C)CCc3ccccc3)nc3sccn23)C1 (configuration not stated)	0.1	4.8	16	-2
45	CCNC(=O)c1cc(Br)c(OC)c(OC)c1	-0.1	-1.2	-1	3
46	O=C(c1cccnc1)N1CCc2[nH]c3ccccc3c2C1	-0.2	-0.3	-2	-10
47	CN(C)CCOc1cc(-c2cn[nH]c2)ccc1NC(=O)N(C)Cc1ccccc1	-0.2	1.8	-10	1
48	O=C(O)c1ccccc1-c1ccccc1C(=O)N1CCN(C2CCCCC2)CC1	0.0	0.5	3	-10
49	Cc1ccc(/C(O)=C2/C(=O)C(=O)N(CCN3CCOCC3)C2c2ccco2)cc1 (configuration not stated)	0.0	0.5	13	3
50	COc1cc(/C=C2\C(=O)N(c3ccc(Cl)c(C(=O)O)c3)N=C2C)cc(OC)c1OC	-0.2	-0.2	12	3
51	CC(=O)Nc1ccc(CN2CCOc3ccc(C(O)c4ccccn4)cc3C2)s1 (configuration not stated)	0.7	-1.2	1	-2
52	O=C(c1ccc(N2CCC(NC3CCOCC3)CC2)cc1)N1CCc2ccccc2C1	0.7	0.9	10	5
53	O=C(c1cc2cc([N+](=O)[O-])ccc2oc1=O)N1CCN(c2cccc(C(F)(F)F)c2)CC1	0.6	-3.1	21	-2
54	CCCCN(C)C(=O)C(CC(C)C)NS(=O)(=O)c1ccc2c(c1)CCN2C(=O)CC (configuration not stated)	0.1	-0.1	3	-4
55	COc1cccc(CN2CCN(Cc3cc(OC)cc(OC)c3)CC2)c1	-0.2	-0.2	80*	6
56	COc1ccc(CNS(=O)(=O)c2coc(C(N)=O)c2)cc1	0.3	-0.2	13	-3
57	COc1cc(/C=C(\C#N)c2nc3ccccc3s2)cc(Cl)c1O	0.0	1.2	20	0
58	COc1cccc(C2=N/C(=C\c3cccs3)C(=O)O2)c1	-0.1	1.0	-5	11
59	O=C1c2[nH]nc(-c3ccccc3)c2C(c2ccccc2)N1c1ccccc1 (configuration not stated)	0.1	1.3	-12	2
60	CCOC(=O)C(C)Oc1c(Br)cc(C=O)cc1OC (configuration not stated)	0.7	-0.8	-15	-13

Fetched by compound from the entries so far:
nr	structure	FBW7 act	GPR151 ag	MITF inh	TEAD-YAP inh
21	Cc1occc1C(=O)NC(C)c1nnc2n1CCN(Cc1cccnc1)CC2 (configuration not stated)	0.0	-0.8	8	1
28	COc1ccc(C2CC(=O)C(C=NCCN3CCN(C(=O)Nc4ccc(Cl)cc4)CC3)=C(O)C2)cc1OC (configuration not stated)	0.1	0.1	1	0

Carrying on.
nr	structure	FBW7 act	GPR151 ag	MITF inh	TEAD-YAP inh
61	COc1ccc(Nc2nc(NCc3cccc(C(F)(F)F)c3)c3[nH]cnc3n2)cn1	0.2	2.6	-11	0
62	COC(=O)c1ccccc1NC(=S)NC(=O)c1ccccc1F	0.1	-0.5	0	-8
63	CCC(C)(C)NC(=O)c1ccc(Cl)cc1[N+](=O)[O-]	0.7	-1.0	-3	12
64	Cc1ccc(NC(=O)CN2C(=O)S/C(=C/c3ccccc3[N+](=O)[O-])C2=O)cc1C	-0.2	1.0	-1	1
65	CCC(=O)N1CCCC(c2nc(-c3cccnc3)ncc2-c2ccccc2F)C1 (configuration not stated)	1.3	-0.8	21	-17
66	CCN(CC)c1ccc(C2C(C(=O)Nc3nc4ccccc4s3)=C(C)NC3=C2C(=O)CC(C)(C)C3)cc1 (configuration not stated)	-0.2	-0.6	6	14
67	C/C(=N/NS(=O)(=O)c1ccc(Br)cc1)c1ccc(NC(=O)C2CC2)cc1	0.0	-0.1	5	-7
68	Cc1cc(=O)n(CC(=O)Nc2ccc(Cl)cc2)c(-n2nc(C)cc2C)n1	0.1	3.0	2	11
69	CC(C)c1ccc(NC(=O)C(c2ccccc2)N(CCO)Cc2ccccc2)cc1 (configuration not stated)	1.1	-1.8	3	1
70	CCC(=O)Nc1ccc2nc(SC(c3ccccc3)c3ccccc3)sc2c1	-0.1	-0.6	0	-6
71	CCOC(=O)N1CCN(C(=O)CSc2nnc(-c3ccc(OC)cc3)o2)CC1	-0.1	-0.7	-7	-6
72	CCOc1ccc2[nH]c(=O)c(CN(Cc3cccs3)C(=O)c3cnccn3)cc2c1	0.1	0.4	-2	12
73	Cc1c(N(C(=O)c2cc(=O)[nH]c3ccccc23)C(C)C)c(=O)n(-c2ccccc2)n1C	0.2	-0.3	14	-2
74	CCC1CCCCN1CCCN1C(=O)C2C(C(=O)Nc3cccc(Cl)c3)C3C=CC2(O3)C1C(=O)NC1CCCCC1 (configuration not stated)	0.0	-0.4	-21	-3
75	Cc1cn2c3c(=O)n(C)c(=O)n(C)c3nc2n1CCCO	0.0	1.9	7	6

4 of the compounds above, as labelled records:
57: COc1cc(/C=C(\C#N)c2nc3ccccc3s2)cc(Cl)c1O
  FBW7 act = 0.0; GPR151 ag = 1.2; MITF inh = 20; TEAD-YAP inh = 0
24: COc1cccc(-n2c(SCC(=O)NCc3ccco3)nc3n[nH]c(C)c3c2=N)c1
  FBW7 act = -0.6; GPR151 ag = -0.9; MITF inh = 20; TEAD-YAP inh = 4
58: COc1cccc(C2=N/C(=C\c3cccs3)C(=O)O2)c1
  FBW7 act = -0.1; GPR151 ag = 1.0; MITF inh = -5; TEAD-YAP inh = 11
17: CCC(=O)N(Cc1ccccc1)Cc1cc2cc(C)c(C)cc2n2nnnc12
  FBW7 act = 0.4; GPR151 ag = -0.3; MITF inh = 20; TEAD-YAP inh = 4

Going on with the list:
nr	structure	FBW7 act	GPR151 ag	MITF inh	TEAD-YAP inh
76	O=C(CCN1CCCC1)Nc1nccs1	0.1	0.0	-6	-4
77	Cc1cc(C)c(C(=O)N2CCC(C3(CCCc4ccccc4)NC(=O)NC3=O)CC2)[nH]1 (configuration not stated)	0.3	1.7	4	6
78	CCOc1ccccc1C1C(C#N)=C(SC)NC(=O)[C@H]1C(=O)OC (some centres not stated)	-0.1	1.7	7	2
79	Cc1ccc(NC(=O)Nc2ccc(F)c(Cl)c2)cc1	-0.1	0.6	13	-46
80	CCCCN1C(=O)C2CCC(C)(C1=O)C2(C)C (configuration not stated)	-0.2	1.4	7	6
81	O=C(Nc1cccc(N2CCC(NCc3cccnc3)CC2)c1)C1CC1	-0.1	5.5*	0	-9
82	OCCNc1ncnc2nc(N3CCC(N4CCOCC4)CC3)[nH]c12	0.3	-1.7	4	6
83	CC(C)CCNC(=O)CSc1nc2ccsc2c(=O)n1CCCCC(=O)O	-0.1	-0.7	6	4
84	CC1(C)CC(NC(=O)c2ccc(Cl)cc2)CC(C)(C)N1	0.0	0.4	-3	6
85	Cc1ccccc1-c1nnc(NC(=O)C(C)Sc2nncn2C)s1 (configuration not stated)	0.0	1.4	-3	-23
86	CCSc1ccc(C(=O)Nc2nc(-c3cccnc3)cs2)cc1	0.0	-0.5	-1	-8
87	O=C1CCc2cc(S(=O)(=O)NC(Cc3ccccc3)C(=O)N3CCCCC3)ccc2N1 (configuration not stated)	0.3	0.3	-4	6
88	CC1Cc2ccccc2N1CC(=O)NC(=O)NCc1ccccc1 (configuration not stated)	0.0	-0.6	-1	-9
89	Cc1ccc(F)c(NC(=O)Cn2c(C)c(C=O)c3ccccc32)c1	0.7	0.2	16	-3
90	CC1(C)CC(=O)C2=C(C1)Nc1ccc3ccccc3c1C2c1ccc(C(F)(F)F)cc1 (configuration not stated)	0.1	-0.1	-13	2
91	Cc1cnc(-c2csc3ccccc23)nc1NCc1cccc(C(F)(F)F)c1	-0.1	0.4	-18	-25
92	Cc1[nH]nc2nc(SCC(=O)NCCc3ccccc3)n(-c3ccccc3Cl)c(=N)c12	0.1	-0.5	-10	-4
93	COc1ccc(N(C(=O)c2ccccc2Br)C2C=CS(=O)(=O)C2)cc1 (configuration not stated)	0.2	-0.8	-2	3
94	CC(C)CNc1nc(=S)nc(N2CCOCC2)[nH]1	-0.3	0.1	1	-8

Some of these compounds in order of SMILES length, highest first.
nr	structure	FBW7 act	GPR151 ag	MITF inh	TEAD-YAP inh
53	O=C(c1cc2cc([N+](=O)[O-])ccc2oc1=O)N1CCN(c2cccc(C(F)(F)F)c2)CC1	0.6	-3.1	21	-2
39	O=[N+]([O-])c1ccccc1Oc1nc(-c2ccccc2)c2cc(Cl)ccc2n1	-0.1	0.5	3	-6
78	CCOc1ccccc1C1C(C#N)=C(SC)NC(=O)[C@H]1C(=O)OC (some centres not stated)	-0.1	1.7	7	2

Screening results from PubChem.
